# Bioassay records deposited in PubChem BioAssay by National Center for Advancing Translational Sciences (NCATS).
# PI5P4K alpha inh – qHTS for Inhibitors of phosphatidylinositol 5-phosphate 4-kinase (PI5P4K); Phosphatidylinositol 5-phosphate 4-kinase type-2 alpha (Homo sapiens), P48426; PI5P4Kalpha enzyme, ADP-Glo luminescence, 60 min; hits give low values; max response, %; hit rate 1.2% among 330,000; AID 652105, 2013; active = max response of -50% or lower; inconclusive = between -30% and -50%; inactive = -30% or higher; note: value at the top dose of about 77 µM; % is set by controls: 0 for no effect and ±100 for the full control effect
# Target sequence (P48426 whole entry, looked up): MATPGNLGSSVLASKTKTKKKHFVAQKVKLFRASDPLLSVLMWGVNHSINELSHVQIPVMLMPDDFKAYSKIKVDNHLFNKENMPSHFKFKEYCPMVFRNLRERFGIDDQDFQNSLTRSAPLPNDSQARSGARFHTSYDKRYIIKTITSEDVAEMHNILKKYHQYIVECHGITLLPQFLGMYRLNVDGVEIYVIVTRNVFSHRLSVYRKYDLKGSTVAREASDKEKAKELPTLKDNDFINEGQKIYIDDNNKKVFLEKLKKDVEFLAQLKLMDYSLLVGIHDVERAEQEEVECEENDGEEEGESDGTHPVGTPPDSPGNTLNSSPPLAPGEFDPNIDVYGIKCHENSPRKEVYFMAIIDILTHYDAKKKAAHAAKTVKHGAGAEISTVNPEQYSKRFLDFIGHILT
#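 Luminescence from ADP-Glo served as readout of PI5P4Kalpha activity in a qHTS format. Reaction: enzyme, substrate, compound, ATP at 5 microM final, 60 min at RT.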
# EPAC1 ag – qHTS for Agonist of cAMP-regulated guanine nucleotide exchange factor 3 (EPAC1): primary screen; EPAC1 agonist qHTS, biochemical assay; response scale: 100% = response to 6.5 mM cAMP; Potency, µM (series often up to 154 µM), inactives show at the highest dose activation, hits mostly activators; hit rate 0.073% among 360,000; note: potency is the fitted concentration of half-maximal effect; nearly all actives have a fitted effect of over 60% in size
#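 Fluorescent GDP-exchange assay: 100 nM EPAC1 with 250 nM Rap1B preloaded with BODIPY-GDP and 50 uM GDP; compounds tested as concentration series, 5 min at room temperature, then read every 5 min for 30 min (ex 480/em 540 nm); normalized to 6.5 mM cAMP.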
# WRN inhibitor – qHTS for Inhibitors of WRN Helicase; Bifunctional 3'-5' exonuclease/ATP-dependent helicase WRN (Homo sapiens), Q14191; WRN helicase unwinding, fluorescent forked duplex, kinetic; Potency, µM (highest dose often 114 µM), inactives show top-dose activity change, negative = inhibition, usual class: inhibitors; hit rate 0.46% among 360,000; AID 651768, 2012; note: potency is the fitted concentration of half-maximal effect; % is set by controls: 0 for no effect and ±100 for the full control effect; nearly all actives have a fitted effect of over 55% in size
#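 Enzyme (20 nM final) and test compound sit together 15 min at room temperature before substrate addition. Substrate is a single-forked duplex oligonucleotide (100 nM) labelled with fluorophore and quencher, with 2 mM ATP; helicase unwinding raises red fluorescence, read kinetically.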
# EPAC1 antagonist – qHTS for Antagonist of cAMP-regulated guanine nucleotide exchange factor 3 (EPAC1): primary screen; Potency, µM (series often up to 115 µM), for the others: top-dose activity change, negative = inhibition, usual class: inhibitors; Rap guanine nucleotide exchange factor 3 (Homo sapiens), O95398; hit rate 0.14% among 360,000; EPAC1 GEF assay, Rap1b-BODIPY-GDP exchange fluorescence;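 note: potency is the fitted concentration of half-maximal effect; plate controls were vehicle for no effect and positive control for full effect; nearly all actives have a fitted effect of over 50% in size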
# PLK1 PBD inh – qHTS for Inhibitors of PLK1-PDB (polo-like kinase 1 - polo-box domain): Primary Screen; Serine/threonine-protein kinase PLK1 (Homo sapiens), P53350; Plk1 PBD binding of FITC phosphopeptide, fluorescence polarization; Potency, µM, for inactives: max response, negative = inhibition, most hits filed as inhibitors; hit rate 2.8% among 360,000; note: potency is the fitted concentration of half-maximal effect; series mostly up to about 57 µM; % is set by controls: 0 for no effect and ±100 for the full control effect; nearly all actives have a fitted effect of over 65% in size
# Target sequence (P53350 whole entry, looked up, the tested form may be a part): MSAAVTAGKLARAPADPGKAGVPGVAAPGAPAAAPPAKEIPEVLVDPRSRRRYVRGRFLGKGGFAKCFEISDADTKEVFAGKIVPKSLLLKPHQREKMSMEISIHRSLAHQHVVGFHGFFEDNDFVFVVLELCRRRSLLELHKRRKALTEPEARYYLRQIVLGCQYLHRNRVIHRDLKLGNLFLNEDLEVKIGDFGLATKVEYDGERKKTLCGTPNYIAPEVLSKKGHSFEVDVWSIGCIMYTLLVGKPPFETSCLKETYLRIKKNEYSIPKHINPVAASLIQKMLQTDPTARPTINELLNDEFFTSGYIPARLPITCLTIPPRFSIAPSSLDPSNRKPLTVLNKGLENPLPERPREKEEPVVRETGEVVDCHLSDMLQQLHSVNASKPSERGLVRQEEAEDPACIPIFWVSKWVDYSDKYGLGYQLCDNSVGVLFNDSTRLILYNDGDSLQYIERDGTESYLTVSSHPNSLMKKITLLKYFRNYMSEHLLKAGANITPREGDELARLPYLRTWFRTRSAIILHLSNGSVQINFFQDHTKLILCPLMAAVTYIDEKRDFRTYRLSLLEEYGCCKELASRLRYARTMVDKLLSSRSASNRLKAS
# CCT modulator – High-Throughput Screening for Modulators of Cytosolic Chaperonin Activity | purified chaperonin ATPase assay, HTRF ADP detection, 30 min | activity change, % (concentration not given with the values), hits read low | hit rate 0.3% among 360,000; in the data active = activity change below about -30%; note: % is set by controls: 0 for no effect and ±100 for the full control effect
#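 Enzyme 40 or 20 nM (batch-dependent) in Tris pH 7.4/KCl/MgCl2/DTT; cpd 76 uM single point; ATP 10 uM; 30 min 37 °C; Transcreener ADP HTRF detection, 30 min RT; ratio 665/615.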
# EPAC2 antagonist – qHTS for Antagonist of cAMP-regulated guanine nucleotide exchange factor 2 (EPAC2): primary screen | Potency, µM (highest dose often 114 µM), for inactives: at the highest dose activity, negative = inhibition, actives largely listed as inhibitors | EPAC2 GEF exchange of Rap1B-BODIPY-GDP, fluorescence | hit rate 0.18% among 360,000; note: potency is the fitted concentration of half-maximal effect; % is set by controls: 0 for no effect and ±100 for the full control effect; nearly all actives have a fitted effect of over 45% in size; many of its hits are not listed in these tables
# Mm-Cpn inhibitor – Inhibitors of TCP-1 ring complex (TRiC) of Methanococcus maripaludis (MmCpn): qHTS | AID 504842, 2011 | purified Mm-Cpn ATPase, ADP Transcreener TR-FRET | hit rate 0.031% among 330,000 | Chaperonin Mm-Cpn (Methanococcus maripaludis) | Potency, µM (top dose mostly 76.9 µM), for inactives: top-dose activity, negative = inhibition, actives largely listed as inhibitors; note: potency is the fitted concentration of half-maximal effect; % is set by controls: 0 for no effect and ±100 for the full control effect; nearly all actives have a fitted effect of over 80% in size
#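 25 nM Mm-CPN + cpd, 10 min 37°C; + 10 uM ATP, 30 min 37°C; buffer 30 mM Tris pH 7.4, 100 mM KCl, 5 mM MgCl2, 1 mM DTT; Transcreener ADP HTRF detection 30 min RT.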
# Starred values were filed as active, the others as inactive; ? = inconclusive; . = no result given; [ ] = remark or other dose. Unless noted, calls come from the whole dose curve; as a rule, active = well fitted curve in the direction sought with a large enough effect; inconclusive = small, poorly fitted or top-dose-only effect, or another doubt; inactive = no such curve, though single readings can be large; an effect the other way counts as inactive or inconclusive.
Compound	PI5P4K alpha inh	EPAC1 ag	WRN inhibitor	EPAC1 antagonist	PLK1 PBD inh	CCT modulator	EPAC2 antagonist	Mm-Cpn inhibitor
CC(C)[C@H](NC(N)=O)C(=O)Nc1ccc(Oc2ccccc2)cc1	-2	-2%	-6%	?	-5%	-0.2	-8%	-2%
Nc1nc(-c2ccc(Cl)cc2Cl)cn1N	-1	-2%	-8%	4%	-15%	0.3	-1%	1%
Cc1ccc(CCN2CC(C(=O)NCCCN3CCOCC3)CC2=O)cc1 (stereo not given)	-10	6%	7%	-9%	-5%	0.2	-7%	0%
CCCc1nc2c(C)cc(Br)cn2c1Cc1ccc(C)cc1	-1	-4%	-7%	7%	0%	-1.8	3%	.
COc1ccc(N(Cc2ccccc2)S(=O)(=O)c2ccc(C)cc2)cc1	1	13%	-8%[57.1 µM]	-10%	-5%	-2.4	-29%	2%
Cc1nc2scc(C)n2c(=O)c1S(=O)(=O)N1CCN(c2ccc([N+](=O)[O-])cc2)CC1	4	4%	-1%	8%	-5%	-1.1	-9%	1%
CC(C)NC(=O)CSc1nnc(-c2ccc3ncccc3c2)n1C	0	5%	0%	-14%	-4%	-0.8	-4%	2%
CCC(C)(C)C1CCC2(CC1)NC(=O)N(CC(=O)N(C)Cc1ccc3c(c1)OCCO3)C2=O (stereo not given)	6	-1%	-5%	11%	4%	1.3	-6%	-3%
CC1CC(C)CN(S(=O)(=O)c2ccc(Cl)cc2)C1 (stereo not given)	2	-8%	-3%	-3%	-12%	2.0	1%	1%
COc1ccc(Cc2noc(-c3ccc(C)cc3)n2)cc1	13	18%	4%	-3%	-7%	1.1	-4%	-2%
COCCn1c(=NC(=O)CCS(=O)(=O)c2ccccc2)sc2c(OC)ccc(OC)c21	2	20%	-23%	-2%	-3%	-16	0%	-10%
Cc1cccc(C)c1NC(=O)C(c1ccc(C(F)(F)F)cc1)n1c(=O)c(-c2cc3ccccc3[nH]2)nc2ccccc21 (stereo not given)	-6	5%	-8%	-8%	-4%	.	2%	.
COc1ccc(N2CCN(C(CNC(=O)C(=O)NCCc3c[nH]c4ccccc34)c3ccco3)CC2)cc1 (stereo not given)	-2	-7%	4%	6%	1%	-1.8	3%	0%
Cc1ccc(NS(=O)(=O)c2ccc(OCC(=O)NCc3ccncc3)cc2)cc1	-3	-3%	-16%[57.1 µM]	-3%	-2%	-1.6	11%	-1%
CCOC(=O)c1cn(CC(=O)Nc2ccc(CC)cc2)nn1	-4	0%	-18%	2%	-7%	1.9	21%	-1%
CSc1ncc2[nH]c(C(O)c3ccccc3)nc2n1 (stereo not given)	1	-8%	3%	14%	-5%	0.2	7%	.
CCN(CC)Cc1c(-c2ccccc2)[nH]c2ccc(C)cc2c1=O	.	2%	1%	0%	-9%	-1.5	-4%	1%
COCCCNC(=O)CC(=O)N/N=C\c1ccc(SC)cc1	-4	-4%	2%	16%	2%	1.3	2%	0%
CN(C)S(=O)(=O)c1ccc(N2CCCC2)c(C(=O)N2CCC(C(N)=O)CC2)c1	1	9%	-2%	16%	-11%	-1.7	-3%	-5%
CCO/N=C(\N)c1[nH]ncc1Br	-8	8%	1%	-12%	-17%	-2.9	12%	1%
CCOC(=O)/C(C#N)=C/c1cn(CCC(=O)O)nc1-c1ccc(Br)cc1	4	11%	-2%	-16%	-2%	-4.6	-8%	-4%
Cc1ccn2nc(C(=O)OCC(=O)N(CC(C)C)C3CCS(=O)(=O)C3)nc2n1 (stereo not given)	3	5%	7%	12%	-13%	-1.2	-3%	-1%
CCc1cc(Br)ccc1NC(=S)NCCc1ccccc1	8	0%	-4%	-13%	-5%	-2.5	-11%	-2%
O=S(=O)(Cc1ccccc1)C(CCCc1ccccc1)S(=O)(=O)Cc1ccccc1	9	12%	-10%	-2%	-2%	-0.9	5%	.
Cc1ccccc1NC(=O)CCCSc1nc2ccccc2s1	0	-3%	1%	-6%	-1%	-3.9	1%	0%
COc1cccc(N/N=C/c2cccc(Br)c2O)c1	20	14%	-20%	-3%	-10%	-2.1	-14%	0%
COC(=O)[C@H](CCSC)NC(=O)NCCc1ccccc1F	.	-1%	-2%	-4%	-9%	-0.6	8%	0%
O=C(Nc1cccc(-c2cc3ccccc3oc2=O)c1)c1ccc(Br)o1	-11	5%	-12%	-24%	-10%	-1.6	-5%	-11%
O=C(N/C(=C/c1ccc2c(c1)OCO2)C(=O)N1CCOCC1)c1cccs1	-2	12%	7%	16%	-6%	1.5	13%	1%
Cc1ccc2nc(SCC(=O)Nc3ccc4c(c3)CCC4)[nH]c2c1	22	-10%	-11%	7%	5%	-1.1	-1%	1%

# (list continues)
Compound	PI5P4K alpha inh	EPAC1 ag	WRN inhibitor	EPAC1 antagonist	PLK1 PBD inh	CCT modulator	EPAC2 antagonist	Mm-Cpn inhibitor
Cc1nn(C)cc1C(C(=O)NC1CCCCC1)N(C(=O)c1cnccn1)c1ccc(Oc2ccccc2)cc1 (stereo not given)	6	-6%	2%	-6%	2%	1.2	5%	-2%
COc1ccc(CNC(=O)Nc2ccc(C)cc2)cc1	-2	8%	-2%	-5%	-6%	0.1	-10%	0%
COc1ccc(/C=C/C(=O)OCC(=O)N2CC(=O)Nc3ccccc32)cc1S(=O)(=O)N1CCOCC1	6	12%	-4%	-22%	-4%	-1.5	-9%	-3%
Cc1nn(CC(=O)NCCC2=CCCCC2)c(C)c1S(=O)(=O)N(C)C	-2	-10%	5%	0%	-7%	0.4	19%	-2%
COc1ccc2c(CC(=O)OCC(=O)NC(N)=O)coc2c1	1	-2%	7%	-1%	?	-0.4	5%	0%
C=CCc1cccc2cc(C(=O)NCc3cccnc3)c(=O)oc12	.	-1%	-31%	-3%	-5%	4.4	14%	0%
CC(C)CC(=O)Nc1ccc(S(=O)(=O)NCc2ccco2)cc1	-15	-4%	-1%	8%	-2%	0.7	3%[57.1 µM]	0%
CC(=O)c1cccc(NS(=O)(=O)c2ccc(N/C=C\C(=O)c3ccc(C)cc3)cc2)c1	3	-13%	-1%	-3%	-28%	-3.1	3%	-9%
Cc1ccc(-c2nn(-c3ccccc3)cc2C(=O)NC2CCC(O)CC2)cc1 (stereo not given)	-3	0%	1%	3%	6%	1.0	-9%	-15%
CCC1CCCCN1C(=O)CSC1=NN2CCCC(=O)N=C2S1 (stereo not given)	0	-3%	-18%	17%	-4%	-0.4	5%	0%
O=C(N/N=C1\CCCc2ccccc21)c1ccc([N+](=O)[O-])cc1Cl	0	4%	2%	0%	-16%	0.0	3%	-1%
CN1CCc2c(sc(N)c2C(=O)c2ccc(Cl)cc2)C1	2	18%	-2%	-7%	-8%	0.7	0%	-2%
CCn1cc(C(=O)O)c(=O)c2cnc(N3CCN(C(=S)Nc4ccccc4)CC3)nc21	0	6%	-1%	12%	1%	1.4	-6%	2%
CC1CN(Cc2nc3c(c(=O)[nH]c(=O)n3C)n2CCN2CCOCC2)CC(C)O1 (stereo not given)	.	17%	-4%	-22%	1%	1.1	-3%	-3%
O=C1C(=Cc2cccn2-c2ccccc2)C(=O)c2ccccc21	2	-25%	-20%[57.1 µM]	17%	-7%	-1.0	14%	0%
Cc1ccc(C)c(OCCC(=O)N(C)CC(=O)Nc2c(C)cccc2C)c1	4	7%	3%	10%	0%	-0.2	2%	-2%
C=C(C)c1nc2cc(OC)c(OC)cc2c(=O)o1	-1	-4%	-6%	9%	-1%	-14	13%	-2%[15.4 µM]
CCn1c(SCC(=O)NNC(=O)c2ccc(OC)cc2)nnc1C(C)C	5	-4%	-2%	4%	3%	-1.2	25%	0%
CC(/C=N/n1c(COc2ccccc2)n[nH]c1=S)=C\c1ccco1	-10	2%	-8%	5%	21µM*	-0.3	4%	1%
CCCCN(C(=S)NC(=O)c1cc(OC)c(OC)c(OC)c1)c1c(N)n(Cc2ccccc2)c(=O)[nH]c1=O	0	10%	-3%	-15%	-5%	-0.4	3%	1%
CCOC(=O)/C(C(N)=NCCO)=C(/O)c1ccccc1	.	8%	2%	-3%	-7%	-0.6	-13%	0%
CCn1c(CCNC(=O)c2ccc(Cl)cc2)nnc1SCC(=O)NC1CCCC1	.	5%	15%	0%	-2%	0.1	9%	1%
COc1ccc(C(=O)O)c(OC)n1	0	5%	7%	-23%	-10%	-0.8	8%	-10%
CC1(c2ccc3c(c2)OCO3)NC(=O)N(CC(=O)Nc2ccccc2)C1=O (stereo not given)	-3	-1%	-11%	-3%	1%	1.5	-19%	-2%
O=[N+]([O-])c1nn(-c2ccc(Cl)cc2)n(O)c1=NCc1ccncc1	2	-3%	-6%	-4%	-4%	-2.4	-4%	1%
Cn1ncc(Cl)c1C(=O)N1CCN(S(=O)(=O)c2cccs2)CC1	0	4%	-31%	19%	-9%	-0.8	12%	0%
O=C(Nc1ccc(Cl)cc1F)c1ccc(-n2cncn2)cc1	-3	6%	5%	9%	2%	-1.6	3%	-10%
CC(Nc1nc(-c2ccc(Cl)cc2)cs1)c1nc2cc(Cl)c(N3CCCCC3)cc2n1CCOCCO (stereo not given)	-2	3%	-9%	-21%	-2%	-0.3	-14%	.
CCOc1ccc(NC(=O)CCC(=O)NNC(=O)c2ccco2)cc1	1	-3%	-4%	-2%	1%	-0.8	9%	-4%

# Exported with values under each structure: 2 of the compounds above
# Values run as follows: PI5P4K alpha inh	EPAC1 ag	WRN inhibitor	EPAC1 antagonist	PLK1 PBD inh	CCT modulator	EPAC2 antagonist	Mm-Cpn inhibitor
Cc1ccc(-c2nn(-c3ccccc3)cc2C(=O)NC2CCC(O)CC2)cc1 (stereo not given)
 : -3	0%	1%	3%	6%	1.0	-9%	-15%
C=CCc1cccc2cc(C(=O)NCc3cccnc3)c(=O)oc12
 : .	-1%	-31%	-3%	-5%	4.4	14%	0%

# Not all compounds are listed (hit frequency here may not be typical).
